Screening results (PubChem)
PKM2 activator – activators of human pyruvate kinase M2; 260,000 tested, 0.34% active; Potency, µM (doses to about 57.5 µM), for inactives: at the highest dose activation, most hits filed as activators; purified PKM2, Kinase-Glo ATP luminescence, activation; response scale: 0% is enzyme alone, no compound; P14618; further: potency means the concentration at half of the fitted maximal effect; on the % scale 0 is the no-effect control and ±100 the full control effect; nearly all actives have a fitted effect of over 55% in size
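Purified hPK-M2 (>95% pure) converted ADP (0.1 mM final) to ATP with 0.5 mM PEP in 50 mM imidazole pH7.2, KCl, MgCl2, Tween 20, BSA; 1 h at room temperature. ATP detected by Kinase-Glo luminescence.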
VP16 counter – inhibits Gal4-VP16 luciferase reporter, ROR gamma counter-screen. Potency, µM (highest dose often 53.6 µM), for inactives: top-dose activity, negative = inhibition, actives largely listed as inhibitors. 310,000 tested, 3.5% active. Drosophila S2 Gal4-VP16 UAS-luciferase, luminescence, 20 h. AID 2546;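 further: Gal4-VP16 expression switched on by copper sulfate through the metallothionein promoter; potency means the concentration at half of the fitted maximal effect; on the % scale 0 is the no-effect control and ±100 the full control effect; nearly all actives have a fitted effect of over 50% in size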
Giardia killer – kills Giardia lamblia; Giardia lamblia trophozoite viability; activity change, % at 7.66 µM, hits read low; 340,000 tested, 0.15% active; AID 540267; in the data active means activity change below about -80%; inconclusive means between about -30% and that limit;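 further: parasites exposed to compound for two days anaerobically before the ATP read; on the % scale 0 is the no-effect control and ±100 the full control effect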
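Killing of trophozoites was scored by loss of ATP luminescence after a 48 hrs anaerobic exposure to compounds at 37 deg C, using 100 cells per well.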
FLuc modulator – counter-screen for miR-21 project: firefly luciferase inhibitors or activators; purified FLuc, Km substrates, luminescence inhibition; Potency, µM (highest dose often 57.5 µM), for inactives: at the top dose activity change, negative = inhibition, actives largely listed as inhibitors; 360,000 tested, 6.9% active; AID 588342;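 further: potency means the concentration at half of the fitted maximal effect; plate controls were vehicle for no effect and reference inhibitor for full effect; nearly all actives have a fitted effect of over 55% in size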
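Biochemical qHTS of compounds, final roughly 60 µM downward over six points, against 10 nM purified firefly luciferase using Km concentrations of substrates (10 uM D-luciferin, 10 uM ATP) in Tris acetate pH 7.5 buffer; luminescence output.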
Rab9 promoter act – activates the Rab9 promoter; Huh7 Rab9 promoter-luciferase reporter, luminescence, 24 h; Potency, µM (titrated, usually from 9.22 µM), for the others: top-dose activation, negative = inhibition, actives largely listed as activators; 320,000 tested, 2.8% active; AID 485297; further: potency means the concentration at half of the fitted maximal effect; % of control where 0% means no effect; nearly all actives have a fitted effect of over 60% in size
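Huh7 reporter line, Rab9 promoter upstream of luciferase. Compound exposure 24 h at 37 °C in reduced-serum medium with 10% FBS. Read-out: luminescence.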
BRCA1 expr act – increases BRCA1 expression | 380,000 tested, 1.1% active | AID 624202 | MCF7-BRCA1-FFLuc reporter, luminescence, 48 h; response scale: scaled: vehicle 0%, 10 µM genistein 100% | Potency, µM (titrated, usually from 46.1 µM), for the others: at the highest dose activation, most hits filed as activators; further: potency means the concentration at half of the fitted maximal effect; nearly all actives have a fitted effect of over 80% in size; some results filed as inactive show a strong effect at the top dose
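Quantitative HTS in MCF7 cells stably reporting BRCA1 expression via firefly luciferase. Compound treatment lasts 48 h at 37 °C in phenol-red free MEM. Activation is expressed relative to genistein at 10 microM and DMSO.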
ELG1 genotox – inducers of genotoxicity in HEK293T ELG1-luciferase cells; HEK293T ELG1-luciferase reporter, luminescence, 16 h; Potency, µM (series often up to 46 µM), for the others: top-dose activity change, positive = activation, usual class: activators; 330,000 tested, 1.3% active; further: potency means the concentration at half of the fitted maximal effect; % of control where 0% means no effect; nearly all actives have a fitted effect of over 60% in size
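After overnight (16 hr) compound treatment at 37 °C, ELG1-luciferase HEK293T cells were lysed with ONE-Glo; luminescence quantified 30 min later at room temperature.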
NPC1 promoter act – activators of NPC1 promoter | AID 485313 | Huh7 NPC1 promoter luciferase reporter, 24 h | Potency, µM (highest dose often 9.22 µM), for inactives: top-dose activation, hits mostly activators | 320,000 tested, 2.4% active;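 further: potency means the concentration at half of the fitted maximal effect; % of control where 0% means no effect; nearly all actives have a fitted effect of over 60% in size; reporter is driven by a mutant NPC1 promoter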
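Stable NPC1-promoter luciferase Huh7 line; cpd (DMSO) 24 h, 37 °C, 5% CO2; Amplite luciferase reagent 10 min RT; luminescence readout. qHTS format.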
RORg inh – blocks mouse ROR gamma transcriptional activity; P51450; Drosophila S2 Gal4-RORgamma UAS-luciferase reporter, 20 h; Potency, µM (doses to about 53.6 µM), for inactives: at the highest dose activity change, negative = inhibition, most hits filed as inhibitors; 310,000 tested, 5.4% active; AID 2551; further: potency means the concentration at half of the fitted maximal effect; on the % scale 0 is the no-effect control and ±100 the full control effect; nearly all actives have a fitted effect of over 60% in size
Target sequence (P51450 whole entry, looked up, the tested form may be a part): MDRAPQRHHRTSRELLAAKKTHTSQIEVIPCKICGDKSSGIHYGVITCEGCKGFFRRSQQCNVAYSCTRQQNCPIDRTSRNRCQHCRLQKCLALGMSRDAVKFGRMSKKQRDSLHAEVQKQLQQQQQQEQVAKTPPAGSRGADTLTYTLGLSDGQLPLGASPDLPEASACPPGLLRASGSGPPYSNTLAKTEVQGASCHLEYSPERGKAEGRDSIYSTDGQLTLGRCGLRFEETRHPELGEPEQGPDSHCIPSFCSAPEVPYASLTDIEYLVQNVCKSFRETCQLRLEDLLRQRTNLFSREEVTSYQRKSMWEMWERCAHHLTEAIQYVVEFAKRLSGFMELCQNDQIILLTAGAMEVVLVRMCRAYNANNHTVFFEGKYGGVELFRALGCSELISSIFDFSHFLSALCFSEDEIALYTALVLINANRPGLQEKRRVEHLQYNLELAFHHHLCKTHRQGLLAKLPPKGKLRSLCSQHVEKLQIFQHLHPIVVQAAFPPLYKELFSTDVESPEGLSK
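Read-out: Photinus luciferase luminescence; inhibitors lower reporter signal. Insect Schneider cells with Gal4-ROR gamma fusion under metallothionein promoter, UAS reporter; 700 uM final copper sulfate induction, 20 hr, ambient temperature.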
Menin MLL FP TR – menin-MLL binding inhibition, Texas Red mutant peptide. O00255. Menin + Texas Red MLL mutant peptide, fluorescence polarization. Potency, µM (doses to about 61.6 µM), without a hit: top-dose FP activity change, negative = inhibition, usual class: inhibitors. 270,000 tested, 0.23% active. AID 1768; active means well fitted inhibition curve with a large enough effect in the polarisation, with a control signal flat, not every such curve was filed as active; inconclusive means small, poorly fitted or top-dose-only effect, or effect the other way, or a change in a side signal; inactive means no such curve, though single readings can be large or run the other way; the % refers to the polarisation; further: potency means the concentration at half of the fitted maximal effect; % of control where 0% means no effect; many of its hits are not listed in these tables
Target sequence (O00255 whole entry, looked up): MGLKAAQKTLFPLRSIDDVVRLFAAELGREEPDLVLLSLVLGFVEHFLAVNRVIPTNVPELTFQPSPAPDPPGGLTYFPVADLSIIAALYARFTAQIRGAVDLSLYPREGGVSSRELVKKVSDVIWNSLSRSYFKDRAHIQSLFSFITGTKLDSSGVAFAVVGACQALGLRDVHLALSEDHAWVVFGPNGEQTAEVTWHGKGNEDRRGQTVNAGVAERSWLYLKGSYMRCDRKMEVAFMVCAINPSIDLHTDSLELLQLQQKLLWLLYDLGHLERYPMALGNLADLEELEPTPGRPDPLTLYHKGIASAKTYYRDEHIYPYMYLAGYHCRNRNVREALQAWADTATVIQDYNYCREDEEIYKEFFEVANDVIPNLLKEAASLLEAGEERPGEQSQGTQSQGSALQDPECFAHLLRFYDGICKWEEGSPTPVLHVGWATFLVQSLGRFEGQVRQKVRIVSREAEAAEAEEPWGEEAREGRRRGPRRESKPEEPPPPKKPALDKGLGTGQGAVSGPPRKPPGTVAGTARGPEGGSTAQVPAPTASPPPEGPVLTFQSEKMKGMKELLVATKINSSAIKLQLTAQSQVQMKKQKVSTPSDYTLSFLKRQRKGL
p53 reactivation – re-activators of mutant p53; Potency, µM (highest dose often 92.2 µM), inactives show at the top dose activity change, positive = activation, hits mostly activators; AID 504706; 320,000 tested, 0.063% active; H1299 p53-A138V BP100-luciferase reporter, luminescence, 24 h; further: potency means the concentration at half of the fitted maximal effect; % of control where 0% means no effect; nearly all actives have a fitted effect of over 45% in size
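H1299 (p53-null), stable ts p53-A138V + BP100-Luc; 1000 cells/well, Opti-MEM/10% FBS; cpd 4 pt, 1:5; 24 h, 37 deg C, 5% CO2; detection reagent 10 min RT; luminescence.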
Numbers without * were called inactive; ? = inconclusive; . = not tested or not shown; [ ] = dose if it differs, or a comment. Unless noted, the call rests on the fitted dose curve; in most records, active means well fitted curve in the direction sought with a large enough effect; inconclusive means small, poorly fitted or top-dose-only effect, or another doubt; inactive means no such curve, though single readings can be large; an effect the other way counts as inactive or inconclusive.

SMILES	PKM2 activator	VP16 counter	Giardia killer	FLuc modulator	Rab9 promoter act	BRCA1 expr act	ELG1 genotox	NPC1 promoter act	RORg inh	Menin MLL FP TR	p53 reactivation
C(=N\Nc1nc2ccccc2[nH]1)/c1ccncc1	1%	?	-15	?	?	54%	?	?	15%	15%	25%
Cc1ccccc1NCC(=O)N/N=C/c1c[nH]c2ccccc12	-3%	?	-8	?	0%	-47%	-5%	6%	?	?	0%
CCOC(=O)c1c(C)n(C)c2cc(Br)c(OC)cc12	-7%	2%	6	-12%	-8%	-26%	0%	-7%	-9%	0%	-1%
O=C(NC1CCN(S(=O)(=O)c2ccc(F)cc2)CC1)C1CCCCC1	.	2%	14	1%	7%	-1%	-2%	-2%	-4%	15%	-2%
O=C(Nc1ccccc1)c1ccc(S(=O)(=O)N(CCO)CCO)cc1	-3%	1%	8	-12%	-5%	5%	-2%	-2%	15%	1%	27%
Nc1nnc(Cc2ccccc2)s1	3%	-3%	-2	-1%	-5%	-3%	-3%	-3%	-1%	3%	-1%
CCCCNc1c(N2CCN(C(=O)OCC)CC2)c(=O)c1=O	2%	-4%	17	1%	-3%	2%	0%	-2%	-26%	-10%	2%
O=C(CCCOc1ccc(Br)cc1)NNC(=O)c1ccncc1	.	.	-4	3%	-5%	-5%	0%	-1%	.	.	6%
NC(=O)c1cnn2c(-c3cccc(C(F)(F)F)c3)ccnc12	-2%	0%	-7	2%	-6%	5%	2%	-1%	-8%	.	-3%
Cc1nn(CC(=O)N2N=C(C(F)F)CC2(O)C(F)F)c(C)c1[N+](=O)[O-] (configuration not stated)	-1%	-19%	-4	1%	-1%	-22%	-3%	0%	0%	-7%	3%
CC(CC(=O)NCc1ccc(F)cc1)c1ccccc1 (configuration not stated)	.	4%	-16	0%	-3%	-7%	0%	1%	-3%	8%	-2%
Cc1cc(C(=O)COc2ccccc2[N+](=O)[O-])c(C)n1-c1cccc(S(=O)(=O)N2CCOCC2)c1	0%	-18%	8	2%	-16%	-57%	-6%	-11%	?	-1%	-3%
Cc1ccc(CN2CC(C(=O)NCCC3=CCCCC3)CC2=O)cc1 (configuration not stated)	.	.	-5	0%	0%	-19%	-2%	-3%	.	.	20%
Cc1ccc(Nc2nc(=O)[nH]nc2C)cc1	2%	1%	2	0%	3%	-12%	-1%	-4%	-2%	-8%	-4%
CCN(CC)S(=O)(=O)c1ccc(N2C(=O)Nc3ccccc3N2O)cc1	1%	-5%	1	6%	-4%	-16%	2%	-6%	-6%	4%	-1%
CCCOc1ccc(N/C=C/C(=O)C(C)(C)C)cc1	3%	7%	2	11µM*	-3%	-2%	14%	1%	44%	1%	0%
CCOC(=O)C(C(=O)Nc1cccc(C)c1)C1CCCCC1 (configuration not stated)	-4%	5%	-3	1%	-5%	5%	3%	-3%	5%	-9%	0%
COc1ccccc1NC(=O)C1=C(C)NC(SCC(=O)c2ccccc2)=C(C#N)C1c1ccco1 (configuration not stated)	-2%	24%	29	-20%	-2%	6%	-9%	-10%	-5%	?	-7%
CCOc1ccc(N2C(=O)CC(NC3CCN(C(=O)c4cccs4)CC3)C2=O)cc1 (configuration not stated)	-1%	.	2	4%	-3%	-10%	2%	-7%	.	7%	.
COC1=C(Nc2ccc(C)cc2)C(=O)c2ccccc2C1=O	-8%	-8%	-8	17µM*	?	6%	6%	?	10%	-16%	-30%
Cc1cc(=O)n(C)c(=O)n1CCCNc1ccccc1	-7%	.	2	0%	1%	-40%	11%	-2%	-14%[0.365 µM]	-28%	-7%
O=C(Cn1nc(Cc2cccnc2)c2ccccc2c1=O)Nc1cc(F)ccc1F	-9%	-3%	-8	1%	2%	-3%	4%	0%	20%	.	-4%
O=C(C[n+]1cccc(CNC(=O)c2ccc(OC(F)F)cc2)c1)Nc1cccc(C(F)(F)F)c1	-2%	-14%	-3	-1%	-5%	-2%	1%	-5%	-13%	-3%	-10%
CCN(CC)S(=O)(=O)c1ccc(C(=O)NCCc2cc3c(OC)ccc(OC)c3[nH]c2=O)cc1	19%	-10%	17	9%	4%	-9%	-4%	3%	4%	0%	7%
COc1ccc(S(=O)(=O)N(C)C)cc1NS(=O)(=O)c1ccc(F)c(F)c1F	-1%	13µM*	-17	-2%	1%	-18%	-2%	-1%	4.5µM*	-17%	1%
CC(C)(C)N(NC(=O)Nc1ccc(Cl)c(Cl)c1)C(=O)c1ccccc1	-2%	-17%	0	-2%	-2%	-58%	1%	0%	?	?	-1%
COC(=O)c1ccc(/C=C(/NC(=O)c2ccccc2)C(=O)N2CCOCC2)cc1	.	-12%	7	3%	3%	4%	4%	0%	-1%	-8%	-3%
Cc1cccc2sc(NC(=O)C3CCN(C(=O)c4ccco4)CC3)nc12	.	-4%	-23	?	-6%	-28%	-12%	0%	21%	21%	2%
O=C(COC(=O)Cc1ccc(Cl)cc1Cl)Nc1ccccc1OC(F)F	12%	17%	-5	-13%	-2%	0%	0%	-7%	7%	8%	8%
COc1ccc(C(=O)n2cnc3ccccc32)cc1	0%	18%	2	?	-1%	-3%	2%	-1%	-11%	12%	.
Fc1ccc(-c2ccnc3nc(-n4cccc4)nn23)cc1	0%	-1%	-1	0%	10%	-23%	0%	1%	43%	-16%	19%
O=C(NCc1cccnc1)C1CC2c3ccccc3C1c1ccccc12 (configuration not stated)	1%	0%	9	6%	-2%	-1%	2%	-2%	0%	.	2%
CCN(CC)S(=O)(=O)c1cc(NC(=O)Cn2ncc(Cl)c(Cl)c2=O)ccc1C	-3%	?	-6	4%	-42%[inhibitor]	-90%	-12%	-23%	-35%	.	-11%
Fc1cccc(CSc2nc3ncc(Cl)cc3[nH]2)c1	-8%	5%	5	-15%	28%	24%	7%	14%	17%	.	8%
CCC1(C)CC(CCN(Cc2ccco2)C(C)=O)(c2ccccc2)CCO1 (configuration not stated)	-1%	15%	-8	-17%	-8%	13%	-6%	-1%	?	-22%	-1%
c1ccc2c(c1)NC1(CCCCC1)n1c-2nc2ccccc21	?	4%	-13	21µM*	28%	?	?	?	2%	15%	?
O=C(OCc1cccc([N+](=O)[O-])c1)c1cccnc1	5%	-1%	25	-10%	-2%	-26%	4%	-1%	2%	-21%	6%
CCOc1ccc(N(CC(=O)N2CC=C(c3ccccc3)CC2)S(=O)(=O)c2c(C)noc2C)cc1	7%	2%	13	1%	3%	0%	-10%	0%	3%	1%	6%
CCOCCCNC(=O)c1oc2ccc(S(=O)(=O)N3CCOCC3)cc2c1C	7%	1%	-13	-1%	4%	1%	-4%	-7%	16%	?	-2%
CC(Oc1ccccc1Cl)c1nnc(N)s1 (configuration not stated)	9%	-5%	-1	-3%	-2%	-3%	-2%	-4%	-10%	-4%	-1%
C=CCN1C(=O)c2ccccc2NC1c1ccc(Br)s1 (configuration not stated)	.	-5%	-20	0%	0%	-16%	-10%	1%	0%	22%	-5%
COc1cc(C2NC(=S)NC(c3ccccc3)=C2C(C)=O)cc(Cl)c1OCC(=O)O (configuration not stated)	-6%	-5%	-1	-5%	-1%	8%	0%	3%	-2%	4%	1%
CC(OC(=O)CNC(=O)C12CC3CC(CC(C3)C1)C2)C(=O)Nc1ccc(S(N)(=O)=O)cc1 (configuration not stated)	0%	5%	7	1%	-6%	2%	0%	-1%	18%	-1%	0%
Cc1ccc(C(=O)NNC(=O)c2cccc(S(=O)(=O)N3CCN(c4ccccc4)CC3)c2)cc1	2%	-10%	-16	-16%	2%	16%	-2%	-3%	31%	-5%	3%
Cc1cccc(C(=O)N2CCC(Cc3ccccc3)CC2)c1[N+](=O)[O-]	-1%	-3%	8	2%	-6%	-26%	-6%	-9%	-3%[10 µM]	-8%	0%
S=C(Nc1cccc(Cl)c1Cl)N1CCCC1	-2%	-2%	-1	4%	5%	-1%	?	1%	-36%	.	14%
N#Cc1cnn(-c2ncnc3sc4c(c23)CCCC4)c1N	9%	-19%	4	2%	3%	-14%	-1%	9%	?	4%	-1%

Not a retest: an excerpt of the list.
SMILES	PKM2 activator	VP16 counter	Giardia killer	FLuc modulator	Rab9 promoter act	BRCA1 expr act	ELG1 genotox	NPC1 promoter act	RORg inh	Menin MLL FP TR	p53 reactivation
Fc1ccc(-c2ccnc3nc(-n4cccc4)nn23)cc1	0%	-1%	-1	0%	10%	-23%	0%	1%	43%	-16%	19%
O=C(NCc1cccnc1)C1CC2c3ccccc3C1c1ccccc12 (configuration not stated)	1%	0%	9	6%	-2%	-1%	2%	-2%	0%	.	2%
CCN(CC)S(=O)(=O)c1cc(NC(=O)Cn2ncc(Cl)c(Cl)c2=O)ccc1C	-3%	?	-6	4%	-42%[inhibitor]	-90%	-12%	-23%	-35%	.	-11%

The list is partial (hit frequency here may not be typical).
